# High-throughput results deposited in PubChem BioAssay by several laboratories.
# A340 absorber = compound light absorbance at 340 nm, profiling panel, artefact control, biochemical, MLSMR library, data from PS, PMK, MK assays | fold change at 10 µM | 65,000 tested, under 10 active | compound absorbance at 340 nm, fold over control | AID 708, 2007;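 active = at 10 µM dose, initial 340 nm absorbance at least 2 fold that of control wells; inactive = change under 2 fold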;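 also: initial absorbance extrapolated from kinetic A340 decline of NADH oxidation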
# TNAP act mid DEA = human TNAP enzyme activators, primary screen, biochemical, luminescent, intermediate phosphate acceptor level; 64,000 tested, under 10 active; purified TNAP, CDP-star luminescence, 100 mM DEA, 30 min; stronger effect = higher value; scale: 0 levamisole-inhibited, 1 vehicle-only enzyme; activation factor at 20 µM; Alkaline phosphatase, tissue-nonspecific isozyme (Homo sapiens), P05186;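 active = activation factor of at least 2 at 20 µM, relative to controls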
# 5HT1a antag = human 5-HT1a receptor antagonists, primary screen, cell-based, CHO, Ga15 NFAT-bla reporter. AID 612, 2007. actives 0.68% (n = 62,000). CHO 5-HT1a Ga15 NFAT-bla reporter, antagonist mode. inhibition, % at 10 µM;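 active = inhibition above the mean of all tested compounds plus 3 SD, cut at about 43% in these data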;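 also: receptor stimulated by 5-CT agonist at 100 nM near EC80; beta-lactamase reporter measured by ratiometric fluorescence of a cleavable substrate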
# Target sequence (P08908 whole entry, looked up): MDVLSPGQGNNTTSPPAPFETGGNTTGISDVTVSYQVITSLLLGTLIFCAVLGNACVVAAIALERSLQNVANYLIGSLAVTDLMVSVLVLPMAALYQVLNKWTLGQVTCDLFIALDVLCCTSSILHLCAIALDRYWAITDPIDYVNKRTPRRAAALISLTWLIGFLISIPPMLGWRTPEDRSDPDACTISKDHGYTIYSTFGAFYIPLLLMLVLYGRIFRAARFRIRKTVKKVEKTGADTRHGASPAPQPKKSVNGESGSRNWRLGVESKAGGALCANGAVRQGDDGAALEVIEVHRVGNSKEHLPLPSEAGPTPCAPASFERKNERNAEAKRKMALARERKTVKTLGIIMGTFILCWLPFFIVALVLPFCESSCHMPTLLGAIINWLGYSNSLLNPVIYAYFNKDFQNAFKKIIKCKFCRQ
# SF-1 act = activators of human SF-1, primary screen, cell-based, CHO-K1, Gal4-SF-1 LBD, luciferase luminescence; actives 1.9% (n = 65,000); CHO-K1 Gal4-SF-1 LBD luciferase reporter; % increase over DMSO SF-1-specific signal; activation, % at 10 µM; Steroidogenic factor 1 (Homo sapiens), Q13285;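 active = activation above the mean activation of all tested compounds plus 3 SD, cut at about 50% in these data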
#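 Assay system: CHO-K1 cells co-transfected with Gal4 DBD–human SF-1 LBD, 5xGal4 luciferase reporter / Input: 4,000 cells per well / Incubation: 20 h compound exposure at 37 °C after 1 h cell settling / Detection: SteadyLite luciferase luminescence / Control set: DMSO negative control and −SF1 background wells / Replication: one test per compound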
# Fluor 339 460 = intrinsic fluorescence of library compounds, ex339/em460 – biochemical, MLSMR library, data from DPM-DC assay, artefact control, profiling panel; compound autofluorescence, ex339/em460 nm, NADH buffer; stronger effect = higher value; 1 = no-compound wells, NADH background; fluorescence fold increase at 10 µM; actives 5.5% (n = 65,000);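 active = at 10 µM, mean starting fluorescence two-fold or more over control wells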;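 also: signal is the first read of a kinetic run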
# RORA act = activators of orphan receptor RORA, primary screen, cell-based, luminescence; CHO-K1 Gal4-RORA LBD luciferase reporter; percent increase over mock-subtracted basal signal; activation, % at 10 µM; actives 1.5% (n = 65,000); Nuclear receptor ROR-alpha (Homo sapiens), P35398; AID 560, 2006;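 active = activation above the mean of all tested compounds plus 3 SD, cut at about 49% in these data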;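 also: 0% = DMSO-treated RORA cells and 100% = added signal equal to DMSO minus mock-transfected cells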
# Target sequence (P35398 whole entry, looked up, the tested form may be a part): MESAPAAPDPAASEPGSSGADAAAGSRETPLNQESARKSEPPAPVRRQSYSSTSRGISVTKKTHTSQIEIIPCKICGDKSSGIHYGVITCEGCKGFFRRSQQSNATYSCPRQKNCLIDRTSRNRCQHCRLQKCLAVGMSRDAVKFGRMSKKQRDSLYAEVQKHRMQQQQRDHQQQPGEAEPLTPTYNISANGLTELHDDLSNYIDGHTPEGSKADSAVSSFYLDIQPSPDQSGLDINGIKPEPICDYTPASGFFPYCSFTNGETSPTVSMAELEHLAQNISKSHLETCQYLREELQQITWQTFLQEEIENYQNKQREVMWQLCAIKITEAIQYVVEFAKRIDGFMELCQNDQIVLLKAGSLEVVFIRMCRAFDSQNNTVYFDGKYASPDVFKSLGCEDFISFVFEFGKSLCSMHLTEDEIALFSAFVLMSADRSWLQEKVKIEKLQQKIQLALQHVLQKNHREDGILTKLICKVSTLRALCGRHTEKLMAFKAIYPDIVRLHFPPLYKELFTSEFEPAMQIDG
# MMP-13 inhibitor = human MMP13 inhibitors, primary screen, biochemical, FRET peptide cleavage. actives 0.07% (n = 65,000). inhibition, % at 4 µM. MMP-13 fTHP FRET cleavage, Mca fluorescence;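 active = inhibition above the mean of compound-free control plate wells plus 3 SD, cut at about 14% in these data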;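 also: 0% = DMSO wells and 100% = wells with reference MMP-13 inhibitor after basal subtraction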
# NADH enzymes = inhibitors of PK/LDH coupling enzymes, profiling panel, artefact control, biochemical, MLSMR library; AID 774, 2007; actives 0.02% (n = 65,000); IC50, µM (top dose mostly 10 µM), for the others: top-dose inhibition; coupled PK/LDH NADH assays, four targets;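 active = single-dose screening hits from any of four coupled enzyme assays that gave an IC50 when retested across doses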;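 also: the DPM-DC format reads NADH fluorescence rather than 340 nm absorbance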
# 5HT1a ag = human 5-HT1a receptor agonists, primary screen, cell-based, CHO, Ga15 NFAT-bla reporter; activation, % at 10 µM; 5-hydroxytryptamine receptor 1A (Homo sapiens), P08908; actives 0.56% (n = 65,000); CHO 5-HT1a Ga15 NFAT-bla reporter, FRET ratio; 0% basal, 100% maximal reference agonist;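 active = activation above the screen-wide mean activation plus 3 SD, cut at about 19% in these data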;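 also: 0% = DMSO wells and 100% = 5-CT at EC100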
# * = called active by the depositor; / = not tested or not shown; [ ] = remark or other dose.
SMILES,A340 absorber,TNAP act mid DEA,5HT1a antag,SF-1 act,Fluor 339 460,RORA act,MMP-13 inhibitor,NADH enzymes,5HT1a ag
Cc1cc(C)nc(N(C#N)CCOc2ccccc2)n1,1.1,0.9,-5,11,1.1,-24,2,5%,-1.5
Cc1cc(=O)[nH]c(Cc2ccc(OC(C)C)cc2)n1,1,1,-9,0,1.1,-12,2,1%,-2.4
CSc1nnc(-c2ccccc2)o1,1,0.9,-10,19,1.1,4,-3,3%,-2.0
COc1ccc(-c2csc(N3CCN(Cc4ccc5c(c4)OCO5)CC3)n2)cc1,1,1,7,-5,1.1,-8,4,4%,-3.1
C/C(NC1CCCC1)=C(/C#N)C(N)=O,1,1,-15,-8,1,-1,-8,6%,-0.9
Cc1c(Cl)cccc1NC(=O)c1cc(C2CC2)on1,1.1,0.9,9,14,1,-1,8,10%,-2.9
O=C(Cn1nnc(-c2cccc(C(F)(F)F)c2)n1)N1CCOCC1,1.1,1,-3,-5,1.1,-8,1,6%,-5.7
Cc1cccc(S(=O)(=O)C(C#N)c2nc3ccccc3nc2N2CCCC2)c1 (configuration not stated),1.1,0.8,-1,-11,3.9*,20,-78[fluorescence artefact?],6%[fluoresces],0.6
Nc1ccc(NC(=O)c2cccs2)c(Cl)c1,1,0.9,2,15,1,21,-3,6%,0.8
CCCc1nc(N)c(C#N)c(-c2ccco2)c1CC,1.1,0.9,19,3,1.6,-8,0,16%,0.5
COC(=O)c1c(-c2ccco2)csc1NC(=O)C1CC=CCC1C(=O)O (configuration not stated),1,1,-14,9,0.83,15,0,14%,-0.5
Cn1c(=S)n(/N=C/c2ccc3c(c2)OCO3)c2ccccc21,1.1,0.9,14,4,1.1,-3,1,0%,-3.3
O=C(O)C1CCCN(S(=O)(=O)c2cccc3cccnc23)C1 (configuration not stated),1,1,0,6,1.1,6,4,3%,-4.8
COCCN(C(=O)Cn1nnc2ccccc21)C(C(=O)NC1CCCC1)c1cc(OC)ccc1OC (configuration not stated),0.98,0.9,11,12,1,18,2,6%,0.6
O=C(O)c1ccccc1-c1ccc(/C=c2\sc3nc4cc(Br)cnc4n3c2=O)o1,1.1,0.8,/,/,1.1,/,/,5%,/
COc1cccc2cc(C(=O)C3=C(O)C(=O)N(Cc4ccco4)C3c3cccnc3)oc12 (configuration not stated),1.1,0.8,0,4,1.2,-2,2,8%,0.6
O=C(c1cn(-c2ccccc2)nc1-c1cccnc1)N1CCCCC1,1,1,3,-4,1,12,-2,3%,0.4
CCOC(=O)c1ccc(CSc2nnc(-c3ccncc3)n2N)cc1,1.1,0.9,-9,8,1.1,6,4,8%,-0.3
Cc1nn(CCCNC(=O)C2CCCO2)cc1Br (configuration not stated),1,1,8,-9,1.1,-10,-2,5%,-4.1
O=C(Nc1ccc2c(c1)OCO2)C1CCCN(S(=O)(=O)c2cccs2)C1 (configuration not stated),1,0.9,-3,2,1.2,-11,-2,5%,-5.2
COc1ccc(S(=O)(=O)N2CCSC2c2ccc(N)cc2)cc1 (configuration not stated),0.99,0.9,-8,6,1.1,-12,-9,5%,-0.8
Cc1nn(Cc2ccc(Cl)cc2)c(C)c1NC(=O)C1CC=CCC1C(=O)O (configuration not stated),0.99,1,-1,-4,1.1,-4,-4,5%,-4.4
CC(=O)c1ccc(NC(=O)CSc2nnc(Cc3cccn3C)n2-c2ccc(F)cc2)cc1,1.1,0.9,13,11,1.1,1,-9,0%,-0.8
Cc1ccc(NC(=O)CS(=O)CC(=O)Nc2ccc3c(c2)OCO3)cc1Cl (configuration not stated),1,0.8,-6,2,1.1,-10,0,3%,-3.3
O=C(Nc1ccc(N2CCOCC2)cc1)C1CC1,0.99,0.9,1,-3,1,5,4,2%,-3.6
O=C(Nc1ccc(N2CCCC2=O)cc1)c1cccc(F)c1,1,0.9,-4,26,1.1,16,5,2%,-3.2
N#Cc1cccc(C(c2nnnn2CCc2ccccc2)N2CCN(C3CCCCC3)CC2)c1 (configuration not stated),1,0.9,-2,-12,1,24,-1,5%,1.9
Cc1ccc(-c2nc(CS(=O)CC(=O)NCc3ccccn3)c(C)o2)cc1 (configuration not stated),1,1.1,3,1,1.1,13,3,8%,-0.6
Nc1nc(N2CCOCC2)nc(N(c2ccccc2)c2ccccc2)n1,1,0.9,-3,-3,0.96,-3,4,0%,2.1
O=C(O)CN(Cc1ccco1)S(=O)(=O)c1ccc(F)cc1,1,0.9,-13,-6,1.1,-9,0,1%,-4.7

# 2 entries from above, set out differently:
# The line under a structure holds: A340 absorber, TNAP act mid DEA, 5HT1a antag, SF-1 act, Fluor 339 460, RORA act, MMP-13 inhibitor, NADH enzymes, 5HT1a ag
N#Cc1cccc(C(c2nnnn2CCc2ccccc2)N2CCN(C3CCCCC3)CC2)c1 (configuration not stated)
  1, 0.9, -2, -12, 1, 24, -1, 5%, 1.9
Cc1ccc(-c2nc(CS(=O)CC(=O)NCc3ccccn3)c(C)o2)cc1 (configuration not stated)
  1, 1.1, 3, 1, 1.1, 13, 3, 8%, -0.6

# 3 entries already listed, ordered by number of heavy atoms, smallest number first.
SMILES,A340 absorber,TNAP act mid DEA,5HT1a antag,SF-1 act,Fluor 339 460,RORA act,MMP-13 inhibitor,NADH enzymes,5HT1a ag
CCOC(=O)c1ccc(CSc2nnc(-c3ccncc3)n2N)cc1,1.1,0.9,-9,8,1.1,6,4,8%,-0.3
O=C(O)c1ccccc1-c1ccc(/C=c2\sc3nc4cc(Br)cnc4n3c2=O)o1,1.1,0.8,/,/,1.1,/,/,5%,/
COc1cccc2cc(C(=O)C3=C(O)C(=O)N(Cc4ccco4)C3c3cccnc3)oc12 (configuration not stated),1.1,0.8,0,4,1.2,-2,2,8%,0.6

# New compounds follow
SMILES,A340 absorber,TNAP act mid DEA,5HT1a antag,SF-1 act,Fluor 339 460,RORA act,MMP-13 inhibitor,NADH enzymes,5HT1a ag
CCn1cc(NC(=O)Nc2ccc(OC)c(OC)c2)c(C(N)=O)n1,1,0.9,-1,-8,1.1,5,1,1%,-1.7
O=C(COc1ccccc1)Nc1nn[nH]n1,1,0.9,-5,-10,1.1,-18,3,2%,-2.8
O=C1Nc2cc(C(=O)N3CCOCC3)ccc2SC1N1CCOCC1 (configuration not stated),1,1,-5,-7,1.1,-9,0,3%,0.3
CCOc1ccccc1NC(=O)C1CC2CCCC(C1)C2=O (configuration not stated),1,0.9,-1,5,1.1,-12,2,4%,-0.5
CCN=C1SC(C(N)=O)CC(=O)N1CC (configuration not stated),0.96,0.9,-2,16,1,-6,3,8%,-1.3
Cc1cc(C)c2c(=O)n(CC(=O)N3CCC(Cc4ccccc4)CC3)sc2n1,0.99,0.8,24,-24,1.2,6,-14,12%,-4.2
Cc1cc(N2C(=O)CC(Cc3ccccc3)C2=O)no1 (configuration not stated),0.99,0.9,-2,-18,1.1,-1,-1,4%,0.2
CCOC(=O)C(C(=O)Nc1nccs1)C1CCCCC1 (configuration not stated),1,1,32,-27,1.1,4,2,0%,-2.4
O=C(CCc1nc2ccccc2s1)OCC(=O)N1CCN(C(=O)c2ccco2)CC1,1,0.9,-4,1,1.1,5,3,2%,-2.4
COC(=O)NCC(c1cccnc1)N1CCN(c2ccccc2OC)CC1 (configuration not stated),0.99,1,11,-7,1.1,3,0,6%,-3.1
CCOC(=O)c1ccc(NC(=O)CN2CCN(CCN=CC3=C(O)CC(C)(C)CC3=O)CC2)cc1,1,1,2,-9,1.1,0,-2,7%,0.4
CCN=C1SC(CC(=O)Nc2ccccc2)C(=O)N1CC (configuration not stated),1.1,0.9,-5,-1,1,11,-3,2%,-1.8
O=C(Cn1nnc(-c2ccncc2)n1)Nc1ccc2c(c1)CCC2,1,0.9,-4,-6,1.1,13,15*,2%,-3.7
CC(C)OCCCNS(=O)(=O)c1ccc2c(c1)OCCO2,1,1,0,-8,1.1,-14,-3,0%,-2.4
C=CCc1ccc(OCCCCCN2CCOCC2)c(OC)c1,1,0.9,7,-10,1.1,2,-4,15%,-0.5
CC1(C)CC(=O)C(C=NCCN2CCOCC2)=C(O)C1,1.1,1,8,-12,1.1,-11,7,3%,-4.1
C=CCn1c(N)c(C(=O)OCCC)c2nc3ccccc3nc21,1.1,0.9,4,1,3.6*,3,-281[fluorescence artefact?],10%[fluoresces],1.3
O=C(O)[C@H](Cc1ccccc1)NC(=O)N1CCOCC1,1,0.9,-11,-12,1.2,-9,-3,4%,-1.9
Cc1ccc(Nc2cc(C)nn2-c2nc(C)cc(C)n2)cc1,1.1,/,17,-20,1.2,-1,-6,3%,-0.7
Cc1noc(C)c1S(=O)(=O)N1CCC2(CC1)OCCO2,1,1,0,-9,1.1,-2,5,3%,-1.9
c1csc(-c2nn3c(-c4ccncc4)nnc3s2)c1,1,1,-10,9,1.1,-13,1,14%,-3.4
COc1ccc(OC)c(NC(=O)C2CCCCC2C(=O)O)c1 (configuration not stated),1,1,-12,-3,1.1,-16,-1,6%,-0.4
O=C(NCc1cccnc1)C1c2ccccc2C(=O)N1C1CCCCCCC1 (configuration not stated),1,1,-2,-4,1.1,6,5,11%,-0.1
Cc1nc(N2CCN(c3ccccc3)CC2)[nH]c(=O)c1Cc1cccc2ccccc12,1.1,0.9,0,-52,1.1,21,-2,4%,-4.0
CCOC(=O)c1[nH]c(C)c(C(=O)Nc2ccc(C)cc2C)c1C,0.96,0.9,20,43,1,34,4,2%,-2.8
CCN(CC)c1ccc(NC(=O)COc2ccc(C)cc2)cc1,1,1,-19,-8,1.1,0,4,1%,-1.3
Cn1c(SCC(=O)N2CCOCC2)nnc1-c1ccc(NC(=O)c2ccccc2F)cc1,1,0.9,8,-12,0.12,4,0,47%,-2.8
CCN(CCCNC(=O)CN(C)S(=O)(=O)c1cccc2nsnc12)c1cccc(C)c1,1,0.9,-2,-22,1.1,-7,0,4%,-1.3
Cc1ccc(S(=O)(=O)N2CCCN(S(=O)(=O)C3CCS(=O)(=O)C3)CC2)cc1 (configuration not stated),0.99,0.9,-5,-9,1.1,10,6,2%,-1.5
Cc1cc2oc(=O)cc(COC(=O)c3cccc(N(C)C)c3)c2cc1C,1.1,0.9,-9,5,2.1*,6,-9,5%[fluoresces],-1.9
CS(=O)(=O)CCC(C(=O)n1nnc2ccccc21)N1C(=O)c2ccccc2C1=O (configuration not stated),1,1,/,-7,1.1,-4,-14,4%,0.3
CO[C@H]1C[C@@H]2CC[C@@H](C)[C@@](O)(O2)C(=O)C(=O)N2CCCC[C@H]2C(=O)O[C@H]([C@H](C)C[C@@H]2CC[C@@H](O)[C@H](OC)C2)CC(=O)[C@H](C)C=C(C)[C@@H](O)[C@@H](OC)C(=O)[C@H](C)C[C@H](C)C=CC=CC=C1C,0.99,0.9,/,-25,1,-10,-7,1%,0.6
Cc1cc(N2CCN(C/C=C/c3ccccc3)CC2)n2ncnc2n1,0.99,1,2,-7,1.1,-17,0,4%,-2.6
CCOC(=O)c1c(C)oc(NC(=O)COc2ccc(Cl)cc2C)c1C#N,1,1,4,-5,1.1,-5,2,4%,-1.9
O=C(c1ccco1)N1CCN(CC2CC3C=CC2C3)CC1 (configuration not stated),1,0.9,2,29,1,24,0,6%,3.9
